GAA850 FXN act: FXN promoter activators, primary screen, cell-based, luciferase luminescence, HEK293 lucGAA850; HEK293 lucGAA850 FXN promoter luciferase reporter, 24 h; percent of 10 µM SAHA response; activation, % at 6 µM; 360,000 tested, 0.56% active; AID 540364, 2011;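 active = activation above the average of all compounds screened plus 3 SD, cutoff fixed separately per campaign, cut at about 7.5% in these data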;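 note: 0% = DMSO wells and 100% = 10 µM SAHA wells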
DAX1 inh-1: DAX1 (NR0B1) inhibitors on StAR promoter, primary screen, cell-based, luminescence, SF-1 (NR5A1), full-length DAX-1; HEK293T StAR-luciferase reporter, SF-1/DAX-1 repression relief; inhibition, % at 6.8 µM; 370,000 tested, 1.1% active; AID 652010, 2013;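 active = inhibition above the mean over all tested compounds plus 3 SD, cut at about 3.6% in these data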;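 note: 0% = DAX-1 cells with DMSO and 100% = cells lacking DAX-1 with DMSO; higher inhibition means more luminescence from relief of DAX-1 repression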
hgDAF-12 ag: H. glycines DAF-12 receptor agonists, primary screen, cell-based, luminescence, HEK293, GAL4 fusion, UAS-luciferase. 370,000 tested, 1.8% active. activation, % at 6.8 µM. HEK293 GAL4-hgDAF12 UAS-luciferase reporter, agonist luminescence; normalized to butyrate control. AID 687014, 2013;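 active = activation above a cutoff set at the mean of all screened compounds plus 3 SD, cut at about 10% in these data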;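 note: 0% = DMSO wells and 100% = sodium butyrate wells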
NPR1 activator: GC-A stimulated cGMP production enhancers – HEK293 GC-A cells, cGMP TR-FRET, EC30 ANP, primary screen; Atrial natriuretic peptide receptor 1 (Homo sapiens), P16066; 0% at EC30 ANP, 100% saturating ANP; activation, % at 10 µM; 370,000 tested, 0.14% active; in the data active = activation above about 40%
Target sequence (P16066 whole entry, looked up): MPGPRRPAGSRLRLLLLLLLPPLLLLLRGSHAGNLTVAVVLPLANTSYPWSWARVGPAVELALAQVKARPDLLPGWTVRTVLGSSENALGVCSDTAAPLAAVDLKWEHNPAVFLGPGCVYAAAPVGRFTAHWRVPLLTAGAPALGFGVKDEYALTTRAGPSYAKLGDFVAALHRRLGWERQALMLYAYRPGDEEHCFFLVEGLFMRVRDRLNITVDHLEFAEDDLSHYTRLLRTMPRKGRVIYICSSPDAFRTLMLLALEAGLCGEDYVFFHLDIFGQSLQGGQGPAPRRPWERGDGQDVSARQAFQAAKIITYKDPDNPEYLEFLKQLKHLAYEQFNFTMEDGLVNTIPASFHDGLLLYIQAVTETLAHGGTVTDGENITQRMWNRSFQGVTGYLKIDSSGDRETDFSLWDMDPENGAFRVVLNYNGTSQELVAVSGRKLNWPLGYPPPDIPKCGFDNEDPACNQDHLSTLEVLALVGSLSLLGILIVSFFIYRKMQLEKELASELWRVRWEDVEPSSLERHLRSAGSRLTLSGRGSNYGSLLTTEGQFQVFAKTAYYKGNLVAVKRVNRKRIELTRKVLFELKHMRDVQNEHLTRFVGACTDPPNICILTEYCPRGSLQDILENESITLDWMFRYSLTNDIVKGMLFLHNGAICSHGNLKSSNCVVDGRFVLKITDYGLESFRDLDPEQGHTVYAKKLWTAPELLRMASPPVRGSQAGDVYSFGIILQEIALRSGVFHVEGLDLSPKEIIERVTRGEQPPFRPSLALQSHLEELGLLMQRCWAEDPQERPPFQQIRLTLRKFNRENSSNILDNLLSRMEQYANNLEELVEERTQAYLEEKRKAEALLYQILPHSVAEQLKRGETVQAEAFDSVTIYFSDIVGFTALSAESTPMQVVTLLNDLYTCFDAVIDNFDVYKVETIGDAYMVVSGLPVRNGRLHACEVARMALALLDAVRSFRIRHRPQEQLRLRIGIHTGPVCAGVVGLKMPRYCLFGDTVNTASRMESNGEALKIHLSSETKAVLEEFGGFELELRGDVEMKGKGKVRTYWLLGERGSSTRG
DAX1 inh-2: DAX1 (NR0B1) inhibitors, primary screen, cell-based, HEK293, Gal4-DAX1, luciferase luminescence; HEK293 Gal4-DAX1 luciferase reporter; inhibition, % at 6.75 µM; AID 504766, 2011; Nuclear receptor subfamily 0 group B member 1 (Homo sapiens), P51843; 340,000 tested, 0.99% active;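 active = inhibition above the mean over all tested compounds plus 3 SD, cut at about 4.2% in these data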;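 note: 0% = DAX1-transfected cells with DMSO and 100% = empty-vector control cells with DMSO; inhibition shows as a rise in luminescence from relieved DAX1 repression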
hcDAF12 agonist: H. contortus DAF-12 nuclear receptor activators, primary screen, cell-based, luminescence, HEK293, lit1-tk-luc reporter | 370,000 tested, 1.4% active | activation, % at 6.8 µM | HEK293 hcDAF-12 lit1-tk-luc reporter; 0% DMSO, 100% Δ7-dafachronic acid;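 active = activation above the mean of all tested compounds plus 3 SD, cut at about 5.5% in these data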;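 note: 100% = response to 3 µM Δ7-dafachronic acid high control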
ADAM10 inh: human ADAM10 inhibitors, primary screen, biochemical, QFRET, HTS. inhibition, % at 7 µM. recombinant ADAM10, EDANS/DABCYL FRET peptide cleavage, 3 h. AID 720582, 2013. Disintegrin and metalloproteinase domain-containing protein 10 (Homo sapiens), O14672. 370,000 tested, 0.62% active;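 active = inhibition above a per-campaign cutoff equal to the mean of compounds falling between control-based bounds plus 3 SD, cut at about 20% in these data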;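 note: 0% = DMSO wells while the 100% control is not disclosed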
NPR2 activator: human GC-B receptor activators, primary screen, HEK293 GC-B cells, cGMP TR-FRET, EC30 CNP. 370,000 tested, 0.11% active. AID 1920062, 2024. 0% at EC30 CNP, 100% saturating CNP. activation, % at 10 µM;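 active = activation at 10 µM reaching about 35% in either raw or pattern-adjusted values, limit read from the data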
HGIII-sPLA2 inh: human group III sPLA2 inhibitors, primary screen, biochemical, QFRET, BODIPY PC-A2 liposome substrate; QFRET BODIPY PC-A2 liposome hydrolysis, fluorescence; 370,000 tested, 0.56% active; Group 3 secretory phospholipase A2 (Homo sapiens), Q9NZ20; inhibition, % at 12.2 µM;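 active = inhibition above mean plus 3 SD of compounds lying within the high and low control bounds, cut at about 19% in these data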;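 note: 0% = median of test compound wells and 100% = no enzyme DMSO wells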
SMARCA2 act: SMARCA2 (BRM) function activators, primary screen, cell-based, luminescence, high throughput; 370,000 tested, 1% active; activation, % at 9.1 µM; MG213 cells, MMTV-luciferase reporter, dexamethasone, overnight; in the data active = activation above about 7.8%;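 note: 0% = vehicle wells and 100% = reference activator wells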
ssDAF12 agonist: S. stercoralis DAF-12 nuclear receptor activators, primary screen, cell-based, luminescence, HEK293, GRIP1 co-expression, lit1-tk-luc; Nuclear hormone receptor DAF-12 (Strongyloides stercoralis); HEK293 ssDAF-12/GRIP1 lit1-tk-luc reporter; % of 3 µM dafachronic acid response; 370,000 tested, 1% active; activation, % at 6.8 µM;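 active = activation above the mean over all tested compounds plus 3 SD, cut at about 0.9% in these data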;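 note: 0% = DMSO-only wells and 100% = 3 µM delta7-dafachronic acid wells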
* = called active by the depositor; . = not tested or not shown.

SMILES	GAA850 FXN act	DAX1 inh-1	hgDAF-12 ag	NPR1 activator	DAX1 inh-2	hcDAF12 agonist	ADAM10 inh	NPR2 activator	HGIII-sPLA2 inh	SMARCA2 act	ssDAF12 agonist
COc1cc(NS(=O)(=O)c2ccc(NC(C)=O)cc2)ncn1	0.8	-1.1	-1.5	0	1.0	-1.2	4	6	2	-1	-1.3
O=C(O)c1cccn2c(=O)c3ccccc3nc12	1.2	-0.4	1.3	2	-0.3	0.5	-77	4	5	-7	-1.0
CC(C)N(C(=O)COC(=O)c1cccc(C(=O)OCC(=O)N(C(C)C)C(C)C)n1)C(C)C	4.0	0.3	2.2	0	.	-1.7	-1	3	3	-1	-0.5
CC(C)(C)NC(=O)NC(=O)COC(=O)c1ccc(OC(F)(F)F)cc1	-0.2	-0.2	0.7	11	1.2	0.7	2	3	17	-2	-1.4
COc1ccc(OC)c(NC(=O)c2[nH]c(C)c(C(C)=O)c2C)c1	2.2	0.9	2.2	-1	1.3	5.8*	-7	-5	-3	4	-1.0
CCCc1noc2c1/C(=N\O)CC(CC(C)SCC)C2 (configuration not stated)	2.9	0.4	4.3	6	-0.4	-1.7	15	1	5	1	-2.0
COc1ccc(S(=O)(=O)N2CCN(C(=O)c3ccco3)CC2)cc1C(C)(C)C	1.6	-0.3	0.5	-2	-1.8	-1.6	-2	3	-5	1	-1.1
Cc1ccc(NC(=O)COC(=O)C(NS(=O)(=O)c2ccc(Cl)cc2)C(C)O)cc1C (configuration not stated)	-1.5	-2.3	2.1	-2	0.1	-2.8	5	-2	-31	-4	-1.3
CC(NC(=O)CN(C)CC(=O)Nc1ccc(Cl)cc1)c1ccc(F)cc1 (configuration not stated)	0.9	-1.8	-2.0	-5	-1.1	-2.1	-50	-6	-2	-2	-1.6
CCCNC(=O)c1nnsc1S(=O)(=O)c1ccc(Cl)cc1	-14	-1.6	2.4	20	-1.9	-0.5	-6	28	6	-11	-1.1
CCOc1ccc(N=C(/C(C(=O)C(=O)N2CCOCC2)=C(/O)c2ccccc2)c2ccccc2)cc1	4.0	0.0	6.2	3	2.4	5.1	-6	2	4	1	-0.5
Cc1cccc(N2CCN(C(=O)C3CCC(=O)N(C4CC4)C3)CC2)c1C (configuration not stated)	2.6	0.2	1.2	2	-0.1	-1.7	-1	1	6	0	-0.7
Cc1ccc(C)c(-n2c(Cc3cc(=O)[nH]c(=O)[nH]3)nnc2SCC(=O)NCc2ccco2)c1	2.5	-0.8	0.8	6	-0.2	0.6	-5	5	-23	5	-1.2
COc1ccc(S(=O)(=O)N(C)C(C)CCc2ccco2)cc1 (configuration not stated)	-0.8	0.2	-1.0	3	-0.5	-2.2	-3	7	-19	0	-1.4
N/C(=N\OC(=O)c1ccc(Br)cc1)c1ccccc1	7.5	2.6	12*	-1	0.5	3.1	1	-2	7	5	0.0
CCC(=O)Nc1ccc(Cl)c(NC(=S)NC(=O)COc2ccccc2)c1	2.3	-0.4	2.3	-5	0.3	-0.3	4	-11	0	-3	-0.8
CC1CN(S(=O)(=O)c2ccccc2)CC(C)O1 (configuration not stated)	1.0	-0.3	-0.2	5	1.0	-0.4	-5	0	-3	-4	-1.5
Cc1ccc(S(=O)(=O)N2CCOCC2)cc1C(=O)NCCN1C(=O)S/C(=C\c2ccccc2Cl)C1=O	1.2	-0.6	-3.5	-1	0.1	-3.7	6	-1	-13	-2	-1.8
CCOC(=O)C1=C(N)Oc2cc(C)[nH]c(=O)c2C1c1ccncc1 (configuration not stated)	-0.9	0.5	-3.0	0	-0.4	-2.1	2	1	-2	4	-0.8
O=C(NCCN1CCOCC1)C1CCC(=O)N1Cc1ccccc1Cl (configuration not stated)	0.0	0.5	-0.6	4	0.3	-1.5	7	-2	6	0	-0.6
CCCCNC(=O)O[C@H]1C[C@@H]2CCN3C(=O)CCC[C@H]([C@H]1Cc1ccccc1)[C@H]23	1.7	-0.3	-0.7	-6	-0.3	-0.7	8	-17	0	0	-1.2
Cc1ccc(/C=C/C(=O)OCC(=O)Nc2cccc(S(=O)(=O)N(C)C)c2)o1	1.5	0.6	3.8	1	-0.2	0.4	-2	-1	-16	-2	-0.9
CCn1c(/C=C/c2ccccc2F)nc2ccccc2c1=O	3.9	-0.6	-0.7	2	-1.1	-2.3	-13	0	4	-2	0.2
CC(=O)c1ccc(C(=O)N2CCCC(CO)(Cc3ccccc3C)C2)s1 (configuration not stated)	1.8	-0.3	-2.8	2	0.1	-2.1	-5	-1	-6	-2	-1.2
c1ccc(Cc2nnc(N3CCOCC3)c3ccccc23)cc1	-0.8	-0.7	-1.0	6	1.2	-2.2	-4	4	3	-1	-1.2
CC(=O)Nc1nnc(SCC(=O)Nc2ccc3c(c2)OCCO3)s1	0.9	1.1	2.8	1	0.2	0.8	-6	0	7	-1	-1.0
COc1ccc(OCCN2CCC(C(=O)NC(C)c3cccc4ccccc34)CC2)cc1 (configuration not stated)	-2.9	0.9	-1.5	-3	.	-1.1	-5	-2	-5	-4	-0.5
CC1(C)CC(=O)C(C(c2ccc(F)cc2)C2C(=O)CC(C)(C)CC2=O)C(=O)C1	0.4	0.1	1.0	3	0.1	-1.7	1	-1	0	-3	-1.0
O=C(O)CC1(CC(=O)Nc2cc(F)ccc2Cl)CCCCC1	0.3	0.1	-1.8	0	3.4	-0.6	-4	-4	10	-3	0.2
c1cc2cn[nH]c2cc1NC1CCCCCC1	-0.5	0.6	1.1	-4	-0.2	1.4	-13	0	-22	-3	-0.6
CCCCN(CC)c1nc(N)c2c(N)nc(OCC)cc2c1C#N	-2.4	-0.7	0.4	9	-2.9	-2.5	-117	-7	-6	3	-1.0
S=C(NCc1ccco1)Nc1ccc(N2CCOCC2)cc1	1.9	0.4	5.2	-1	-0.4	-0.7	-6	2	18	-1	-1.4
COc1ccccc1N1CC(C(=O)NCCN2C(=O)S/C(=C\c3cccnc3)C2=O)CC1=O (configuration not stated)	1.5	1.0	1.4	-1	0.1	-0.6	-1	1	-7	3	-0.9
COc1ccc(C(=S)N2CCCC2)cc1Br	0.6	-0.2	0.5	-1	-0.2	-1.2	3	-2	0	-2	-1.0
C=CCSc1nc(N)c(C(=O)Nc2ccccc2)cc1C#N	4.2	-1.7	-4.2	8	-0.6	-2.3	-71	-2	-8	-2	-1.7
O=C(NCCS(=O)(=O)NCc1ccc(F)cc1)c1ccccc1	-0.3	-0.5	1.3	1	-1.4	-1.7	-13	-1	3	-2	-0.9
COc1ccc(CCNC(=O)C2CCN(C(=O)c3cccs3)CC2)cc1	0.2	0.0	0.4	6	-1.7	0.6	-6	-2	7	-1	-1.7
CCc1nc2ccc(C(=O)N3CCN(S(=O)(=O)CC)CC3)cn2c1N(C)C(=O)C1CCCCC1	1.7	1.0	-0.3	1	.	0.7	1	2	0	-1	-1.1
COc1cc(C2NC(=O)C(C#N)=C(Nc3cccc(C)c3)S2)ccc1O (configuration not stated)	1.6	-0.1	0.2	10	0.1	4.6	-1	0	13	3	-0.1
Cc1noc(C)c1C(=O)NC1=NCCS1	-0.1	0.4	3.7	1	-0.3	0.1	-7	0	0	2	-1.1
N/C(=N\OC(=O)CCCOc1ccccc1)c1ccccc1	1.8	0.6	2.0	3	-0.3	-1.0	7	-2	0	0	-1.9
CS(=O)(=O)C1=C(O)C(=O)N(CCCC(=O)O)C1c1ccccc1F (configuration not stated)	2.4	0.0	1.3	9	-0.5	0.6	0	5	0	1	-1.5
CCOc1ccc(C(=O)CCC(=O)N(CC)CC(=O)NCc2ccc(Cl)cc2)cc1	2.2	-2.8	1.2	0	-0.4	0.1	-2	2	-9	2	-0.8
N#Cc1c(Cl)cccc1-n1ccnc1	2.6	0.3	0.5	3	0.0	-0.4	0	2	-1	0	-1.2
N#CN/C(=N\S(=O)(=O)c1ccccc1)c1ccccc1	1.5	0.6	0.4	4	2.1	0.5	-7	5	8	-2	-1.4
CC1C(=O)CC(c2ccccc2)N(C)C1c1ccccc1 (configuration not stated)	-2.3	0.8	-0.8	0	-0.6	-2.4	-9	-2	3	5	-0.8
CCCN1CCC(NC(=O)Nc2ccc(Br)cc2)CC1	3.0	0.5	-2.5	-3	-1.8	-1.7	-1	-2	-8	3	-1.7
CS(=O)(=O)Nc1ccc(S(=O)(=O)NCCc2ccccc2)cc1	2.1	-1.1	-1.7	2	-1.0	-1.6	1	3	-4	-3	-1.6

By substructure: the entries above with four or more nitrogen atoms (7)
SMILES	GAA850 FXN act	DAX1 inh-1	hgDAF-12 ag	NPR1 activator	DAX1 inh-2	hcDAF12 agonist	ADAM10 inh	NPR2 activator	HGIII-sPLA2 inh	SMARCA2 act	ssDAF12 agonist
COc1cc(NS(=O)(=O)c2ccc(NC(C)=O)cc2)ncn1	0.8	-1.1	-1.5	0	1.0	-1.2	4	6	2	-1	-1.3
Cc1ccc(C)c(-n2c(Cc3cc(=O)[nH]c(=O)[nH]3)nnc2SCC(=O)NCc2ccco2)c1	2.5	-0.8	0.8	6	-0.2	0.6	-5	5	-23	5	-1.2
CC(=O)Nc1nnc(SCC(=O)Nc2ccc3c(c2)OCCO3)s1	0.9	1.1	2.8	1	0.2	0.8	-6	0	7	-1	-1.0
CCCCN(CC)c1nc(N)c2c(N)nc(OCC)cc2c1C#N	-2.4	-0.7	0.4	9	-2.9	-2.5	-117	-7	-6	3	-1.0
COc1ccccc1N1CC(C(=O)NCCN2C(=O)S/C(=C\c3cccnc3)C2=O)CC1=O (configuration not stated)	1.5	1.0	1.4	-1	0.1	-0.6	-1	1	-7	3	-0.9
C=CCSc1nc(N)c(C(=O)Nc2ccccc2)cc1C#N	4.2	-1.7	-4.2	8	-0.6	-2.3	-71	-2	-8	-2	-1.7
CCc1nc2ccc(C(=O)N3CCN(S(=O)(=O)CC)CC3)cn2c1N(C)C(=O)C1CCCCC1	1.7	1.0	-0.3	1	.	0.7	1	2	0	-1	-1.1

Screens deposited in PubChem BioAssay by several laboratories.
